# Screening results as filed in PubChem BioAssay.
# CSM14.1 death rescue: protection against thapsigargin-triggered cell killing – 384-well, CSM14.1, ATP luminescence, primary screen (AID 1222); CSM14.1 thapsigargin-induced death rescue, ATP luminescence; higher % means a stronger effect; one-dose cellular ATP content (survival), % at 20 µM; EC50 in µM for titrated hits; 190,000 tested, under 10 active;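 active = EC50 below 50 µM in the dose-response confirmation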;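 also: death triggered by thapsigargin at about 15 µM added after 2 h compound pretreatment; cell ATP read after overnight thapsigargin exposure of roughly 18 to 22 hours; normalized against plate controls of thapsigargin alone and 5% DMSO vehicle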
# HEK293 NOD2/NF-kB: NOD2 signaling inhibitors, cell-based, luminescence, uHTS, HEK293 (AID 1566); one-dose inhibition, % at 4 µM; EC50 in µM for titrated hits; 290,000 tested, 0.63% active; HEK293 NOD2/NF-kB luciferase reporter, luminescence; higher % means a stronger effect; also: many of its hits are not listed in these tables
# Yfh1-depleted yeast: enhancers of respiration in Yfh1-depleted yeast, dose response, Friedreich's ataxia, plus single-dose screen (AID 1465); S. cerevisiae Yfh1-off respiration, WST-1 reduction, 72 h; higher fold induction means a stronger effect; fold induction at 50 µM; hits with a dose series show EC50 in µM; 220,000 tested, 0.074% active;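 active = fold induction of absorbance versus untreated yeast above a set limit, then at least 30% activation at any dose in follow-up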;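 also: activators that raise dye reduction in frataxin-depleted yeast; strong numbers were not always called active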
# GPR55 activation: GPR55 agonists via beta-arrestin recruitment, primary screen, imaging, U2OS cells, beta-arrestin-GFP redistribution (AID 1961). U2OS GPR55 beta-arrestin-GFP redistribution imaging; higher % means a stronger effect. activation, % at 10 µM, or EC50 in µM where a hit was titrated. 290,000 tested, 0.048% active;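 active = activation above 40% with more than 50 cells counted in the well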;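 also: U2OS osteosarcoma cells stably expressing GPR55 and beta-arrestin-GFP; plate controls were DMSO negative control for no effect and LPI positive control for full effect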
# TNAP activators: stimulation of alkaline phosphatase TNAP activity – biochemical, luminescent, no phosphate acceptor, uHTS, primary screen (AID 1001) | purified TNAP, luminescent activation assay, no phosphate acceptor; higher activation fold means a stronger effect | activation fold at 20 µM, or EC50 in µM where a hit was titrated | 200,000 tested, 0.03% active; in the data active = activation fold from about 3, or a potency from the dose series; inactive = the rest, 99 in 100 with activation fold below about 1.6; also: many of its hits are not listed in these tables
# NOD1 NF-kB reporter: inhibition of NOD1-driven NF-kB reporter – cell-based, luminescence, uHTS, primary screen (AID 1578); NOD1-driven NF-kB luciferase reporter cells, luminescence; higher % means a stronger effect; one-dose inhibition, % at 4 µM; EC50 in µM for titrated hits; 290,000 tested, 1% active; in the data active = inhibition mostly above about 36%, no sharp cut-off; inactive = mostly below about 34%;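 also: HEK-293T reporter cells stimulated with the NOD1 agonist gamma-tri-DAP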
# NTR1 agonist: NTR1-driven beta-arrestin-GFP spot formation – imaging, U2OS cells, high content, primary screen (AID 493036). 330,000 tested, 0.17% active. activation, % at 20 µM. P30989. agonist mode;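 active = activation at or above 40% of the spot to cytoplasm intensity ratio, with at least 20 cells analyzed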;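 also: 0% = DMSO without peptide and 100% = 100 nM NTR1 peptide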
# Target sequence (P30989 whole entry, looked up): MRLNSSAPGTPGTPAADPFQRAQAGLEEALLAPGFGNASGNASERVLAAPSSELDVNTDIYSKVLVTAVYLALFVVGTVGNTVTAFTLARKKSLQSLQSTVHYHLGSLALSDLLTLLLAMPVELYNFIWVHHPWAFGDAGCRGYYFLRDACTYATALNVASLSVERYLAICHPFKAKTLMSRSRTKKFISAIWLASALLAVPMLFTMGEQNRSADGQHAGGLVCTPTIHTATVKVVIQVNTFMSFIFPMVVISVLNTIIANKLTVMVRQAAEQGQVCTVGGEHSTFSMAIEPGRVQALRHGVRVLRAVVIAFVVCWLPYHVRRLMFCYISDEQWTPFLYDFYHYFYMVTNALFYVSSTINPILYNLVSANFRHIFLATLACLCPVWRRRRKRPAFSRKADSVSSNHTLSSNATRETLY
# KOR beta-arrestin-1: kappa opioid receptor blockers – cell-based, luminescence, uHTS (AID 1778); KOR beta-arrestin recruitment, luminescence, antagonist mode; higher % means a stronger effect; inhibition, % at 10 µM, or IC50 in µM where a hit was titrated; 290,000 tested, 0.091% active; also: strong numbers were not always called active
# KOR beta-arrestin-2: KOR agonists, beta-arrestin recruitment, primary screen, cell-based, luminescence, uHTS (AID 1777); KOR beta-arrestin recruitment, luminescence; higher % means a stronger effect; activation, % at 10 µM; hits with a dose series show EC50 in µM; 280,000 tested, 0.02% active; in the data active = activation above about 50%, passing the limit was not always enough; also: a part of the inactive calls stands beside numbers as strong as those of hits
# NTR1 agonist cell count 20 µM: recorded beside NTR1 agonist, whose call it bears; cell count; measured here: cell count, cytotoxicity flag
# Starred values were filed as active, the others as inactive; i = inactive; / = not tested or not shown; [ ] = another dose, or the depositor's remark. Rule as the data show it, unless noted: active = inhibition above about 50%; inactive = the rest. Some of the compounds tested. The share of hits here may be higher or lower than overall.
SMILES,CSM14.1 death rescue,HEK293 NOD2/NF-kB,Yfh1-depleted yeast,GPR55 activation,TNAP activators,NOD1 NF-kB reporter,NTR1 agonist,NTR1 agonist cell count 20 µM,KOR beta-arrestin-1,KOR beta-arrestin-2
O=C(CCc1ccccc1)Nc1nn[nH]n1,-0.7%,3%,i,0.2%,1.1,-26%,1.6,47,20%,3.5%
COc1ccc(NC(=O)CSc2nc3ccc(OC)cc3[nH]2)cc1,/,15%,i,-1.9%,/,-2%,0.4,70,-10%,0.3%
O=C(CCC1CCCN(C(=O)C2(c3ccccc3)CC2)C1)N1CCN(c2ccccn2)CC1 (stereo not drawn),2.0%,10%,i,-0.1%,1,2%,1.3,59,8%[20 µM],/
COc1ccccc1NC(=O)Nc1ccccc1SC,-1.2%,8%,i,-0.1%,1.1,-25%,-0.2,78,-34%[20 µM],-6.8%
Cc1ccc2oc(=O)c3cc(C(=O)NCCCN4CCN(C)CC4)sc3c2c1,/,18%,/,-0.1%,/,13%,1.4,71,-36%,-3.5%
CCCC(C)C(=O)Nc1ccc(Cl)cc1Cl (stereo not drawn),1.3%,15%,i,-0.1%,1.1,-3%,-0.4,52,7%,-4.2%
c1cc(CNC2C3CC4CC(C3)CC2C4)ccn1 (stereo not drawn),1.0%,-11%,i,0.1%,1,-17%,-1.1,40,9%,6.1%
CC(CN1CCOCC1)C(=O)O (stereo not drawn),0.2%,12%,i,-0.1%,1.1,-27%,-0.3,62,35%,-3.8%
COc1ccccc1Nc1nc(N)nc(CN2CCN(c3ccccc3)CC2)n1,-4.3%,2%,i,-0.2%,1,-7%,3.4,95,-43%,-1.3%
COC(=O)[C@H](CC(C)C)NC(=O)Nc1cccc(Br)c1,-2.1%,20%,i,-0.4%,1.1,1%,1.1,79,21%,0.8%
COc1ccc(C(C(=O)NCC2CCCO2)N(Cc2cccs2)C(=O)c2snc(C(N)=O)c2N)cc1OC (stereo not drawn),/,12%,/,0.2%,/,1%,11,41,-6%,3.3%
COc1cccc(CN(C)CC(=O)Nc2ccccc2C(C)C)c1,1.6%,-39%,i,-0.4%,1,-46%,0.3,71,10%,-2.3%
CC(C)(C)OC(=O)N1Cc2cc3ccccc3nc2C1CO (stereo not drawn),/,3%,i,0.7%,/,-10%,1.8,86,16%,-0.1%
CCOc1ccc(S(=O)(=O)N2CCCC(C(=O)NCc3ccncc3)C2)cc1 (stereo not drawn),/,30%,/,-0.2%,/,17%,-0.2,63,-6%,-1.7%
COc1ccccc1OCc1nnc(SCC(=O)c2cc(Cl)ccc2OC)o1,7.1%,58%*,i,0.3%,1.1,40%,20,81,6%,4.5%
COc1ccc(CCC(C)Nc2ccc(F)cc2)cc1 (stereo not drawn),1.7%,4%,i,0.0%,1.1,-28%,2.7,69,16%,-2.9%
COc1cc(NC(=O)CN2C(=O)NC(C)(CCC(C)C)C2=O)cc(OC)c1 (stereo not drawn),-2.8%,0%,i,-0.1%,0.9,-27%,-2.4,52,-25%,-3.9%
CCC(=O)c1ccccc1OCCN1CCN(Cc2ccccc2)CC1,-0.8%,2%,i,-0.1%,1,-29%,-2.1,60,0%[20 µM],-3.8%
CC1CCN(C(=O)CCN2C(=O)C3C4C=CC(C4)C3C2=O)CC1 (stereo not drawn),/,-1%,/,-0.1%,/,15%,0.4,76,-9%,-2.6%
COC(=O)c1cc2n(n1)CCN(Cc1ccccc1Cl)C2=O,-0.5%,15%,/,0.0%,1,-14%,0.2,62,17%,-1.4%
Cc1ccc(C)c(Cn2nnc3c(=O)[nH]c(C(=O)Nc4ccc(F)cc4)nc32)c1,-0.3%,-9%,i,-0.5%,1.2,-18%,0.7,64,-22%,-0.2%
COCCNC(=O)c1cnn2c(C(F)(F)F)cc(-c3ccc4c(c3)OCO4)nc12,-1.6%,16%,i,-0.1%,1.1,0%,0.2,81,-8%,-2.8%
COC(=O)CNC(=O)CCc1nnc(C2(c3ccc(Cl)cc3)CCC2)o1,-0.2%,-31%,i,-0.3%,1.1,-50%,-0.8,64,-14%[20 µM],3.7%
CCN1CCN(C(c2cccs2)C(C)NC(=S)Nc2cc(C)ccc2C)CC1 (stereo not drawn),/,17%,i,-0.1%,/,-8%,2.1,66,-11%,0.0%
CCCCCN1C(=O)Cn2c(nc3ccccc3c2=O)C1C (stereo not drawn),-0.3%,8%,i,0.7%,1,-15%,-1.4,81,4%[20 µM],-1.9%
CC1(C)CC(C(CC(=O)Nc2nccs2)c2ccccc2)CCO1 (stereo not drawn),-2.8%,4%,i,0.0%,1,-10%,0.4,92,0%,1.4%
Cc1ccc2c(COC(=O)c3ccc(NC(=O)CC#N)cc3)cc(=O)oc2c1C,/,2%,/,0.1%,/,-37%,3.2,41,-6%,-6.7%
COc1ccc(Cc2nnc(SCc3nc4ccccc4c(=O)[nH]3)n2C)cc1,-2.7%,1%,i,0.0%,1,-21%,1.2,49,43%,4.4%
COc1ccc(S(=O)(=O)N2CCCC(C(=O)Nc3ccc(NC(=O)c4ccccn4)cc3)C2)cc1 (stereo not drawn),1.0%,-1%,i,-0.3%,1,-32%,1.9,61,-36%,-4.0%
COc1ccccc1CNC(=O)/C(C#N)=C/c1ccc(OC)c(OC)c1OC,/,-17%,/,-0.3%,/,-8%,3.4,66,7%,-2.7%
Cc1onc(-c2c(F)cccc2Cl)c1C(=O)Nc1ccccc1N1CCOCC1,/,-26%,i,0.0%,/,8%,-0.9,51,25%,5.8%
O=C(CCc1n[nH]c(=O)[nH]c1=O)N1CCCCC1,-3.1%,11%,i,0.2%,1.1,/,-2.0,103,44%,-4.1%
COc1ccc(N2C(=O)CC(Cc3ccccc3OC)C2=O)cc1 (stereo not drawn),/,7%,/,-0.1%,/,39%,0.7,60,-6%,-0.2%
Cc1cc(C)cc(NC(=O)NCc2c(-c3ccccc3)noc2C)c1,/,10%,i,0.2%,/,1%,-0.3,46,-13%,/
C=CCN1C(=O)/C(=C\C(C)=C\c2ccccc2)SC1=S,/,6%,/,0.0%,/,-30%,0.7,61,-17%[20 µM],-3.7%
O=C(Cc1ccccc1)NNC(=O)Nc1ccc(Cl)c(Cl)c1,-1.4%,6%,i,1.1%,1.4,-18%,-1.7,70,30%,0.0%
Cn1c(=O)c2c(ncn2CC(=O)Nc2ccccc2Sc2ccccc2)n(C)c1=O,-3.6%,4%,i,-0.1%,1.1,-10%,-0.5,39,/,/
Cc1ccc(C(=O)OCCN2CCN(c3ncc(C(F)(F)F)cc3Cl)CC2)cc1,0.0%,14%,i,-0.1%,1.1,1%,8.4,36,12%,0.3%
CCCOc1ccc(NC(=O)C2CCCNC2=O)cc1 (stereo not drawn),-3.7%,-4%,i,-0.1%,1.1,-21%,3.0,77,13%,5.6%
CCOC(=O)CSc1nc2cc(C(=O)N3CCC(C(N)=O)CC3)ccc2c(=O)n1C1CCCCC1,-12%,18%,i,-0.3%,1.1,-23%,0.3,54,12%,2.0%
CCc1cccc(CC)c1NC(=S)NCc1ccc2[nH]c(C)cc2c1,-3.1%,-2%,/,-0.2%,1.1,-5%,-1.2,45,4%,-3.1%
COc1ccc(C(CNC(=O)C(Cc2ccccc2)NC(N)=O)N(C)C)cc1 (stereo not drawn),/,24%,/,-0.1%,/,10%,-1.2,93,9%,-7.4%
O=C1c2ccc(-c3ccc4c(c3)C(=O)N(CCCO)C4=O)cc2C(=O)N1CCCO,/,-1%,i,0.7%,/,-6%,-0.3,63,-26%,1.5%
Cc1cccc(NC(=O)CSc2ccc(-c3ccco3)nn2)c1C,-2.6%,0%,i,0.2%,1,-32%,-1.4,71,-7%,6.0%
O=[N+]([O-])/C(C(Cl)=C(Cl)Cl)=C(/NC1CC1)Sc1ccccc1,0.1%,-18%,i,0.5%,0.9,-29%,-2.3,92,-19%,-2.8%
CCOC(=O)c1cn(Cc2cccc(C)c2)nn1,-0.3%,11%,i,-0.3%,1.1,-5%,-1.4,58,-4%,1.7%
CN(C)S(=O)(=O)c1cccc(-n2sc3ccccc3c2=O)c1,-0.3%,4%,i,0.4%,1,-37%,-2.2,51,-22%,3.0%
Cc1[nH]c2ccccc2c1C(=O)C(=O)N1CC=C(c2ccccc2)CC1,7.0%,-1%,i,-0.3%,1.2,33%,3.5,58,-35%,4.6%

# Reprinted from the listing, 2 compounds:
SMILES,CSM14.1 death rescue,HEK293 NOD2/NF-kB,Yfh1-depleted yeast,GPR55 activation,TNAP activators,NOD1 NF-kB reporter,NTR1 agonist,NTR1 agonist cell count 20 µM,KOR beta-arrestin-1,KOR beta-arrestin-2
CCc1cccc(CC)c1NC(=S)NCc1ccc2[nH]c(C)cc2c1,-3.1%,-2%,/,-0.2%,1.1,-5%,-1.2,45,4%,-3.1%
COc1ccc(C(CNC(=O)C(Cc2ccccc2)NC(N)=O)N(C)C)cc1 (stereo not drawn),/,24%,/,-0.1%,/,10%,-1.2,93,9%,-7.4%

# Back to the main list, starting two compounds before the break.
SMILES,CSM14.1 death rescue,HEK293 NOD2/NF-kB,Yfh1-depleted yeast,GPR55 activation,TNAP activators,NOD1 NF-kB reporter,NTR1 agonist,NTR1 agonist cell count 20 µM,KOR beta-arrestin-1,KOR beta-arrestin-2
CN(C)S(=O)(=O)c1cccc(-n2sc3ccccc3c2=O)c1,-0.3%,4%,i,0.4%,1,-37%,-2.2,51,-22%,3.0%
Cc1[nH]c2ccccc2c1C(=O)C(=O)N1CC=C(c2ccccc2)CC1,7.0%,-1%,i,-0.3%,1.2,33%,3.5,58,-35%,4.6%
NC(=S)N/N=C/c1cccc(/C=N/NC(N)=S)c1,/,-15%,i,-0.2%,/,-14%,-0.5,54,5%,5.9%
NS(=O)(=O)c1ccc(NC(=O)c2cc(Cl)sc2Cl)cc1,/,17%,/,-0.2%,/,-16%,-1.3,50,3%,1.2%
COc1ccc(C(=O)N2CCN(c3cccc(Cl)c3)CC2)c(OC)c1,-2.1%,-18%,i,-0.2%,1,3%,1.0,50,-14%,-0.2%
CCOc1ccc(NC(=O)C(C)NS(=O)(=O)c2ccc(NC(C)=O)cc2)cc1 (stereo not drawn),-0.7%,8%,i,-0.4%,1,-29%,2.6,59,13%,-2.0%
O=C(NP(=O)(N1CCOCC1)N1CCOCC1)C1=C(N2CCOCC2)/C(=C\c2ccccc2)CC1,-0.6%,1%,i,0.6%,1,-29%,2.2,44,3%[20 µM],-5.0%
COc1cccc(C(=O)/C=C2\Sc3ccccc3N2C)c1,-1.9%,-200%,i,-0.3%,1.2,-14%,1.2,83,-10%,-3.1%
O=C(CNS(=O)(=O)c1ccccc1)NCc1ccco1,/,-3%,/,-0.1%,/,-38%,-0.3,44,-15%,-6.6%
Cc1ccc(S(=O)(=O)N2CCOCC2)cc1NC(=O)COC(=O)CNC(=O)c1ccc(C(C)(C)C)cc1,-2.0%,5%,i,-0.3%,1.1,-8%,-0.4,77,-8%,2.7%
Cc1c([N+](=O)[O-])c(C(=O)NC2CCCCC2)nn1C,/,-1%,/,-0.2%,/,-29%,-0.4,61,5%,-3.2%
COC(=O)c1cn(C)c2ccc(S(=O)(=O)N3CCOCC3)cc2c1=O,-1.0%,15%,i,1.2%,1.2,-31%,2.0,48,-26%,-1.2%
